# Pin1 inhibitor: inhibitors of human Pin1. Q13526. Potency, µM (doses to about 115 µM), for inactives: at the highest dose activity, negative = inhibition, most hits filed as inhibitors. Pin1 FP peptide displacement, HiFluor488, 10 min. actives 0.009% (n = 390,000); active = well fitted inhibition curve with a large enough effect in the polarisation, with a control signal flat, not every such curve was filed as active; inconclusive = small, poorly fitted or top-dose-only effect, or effect the other way, or a change in a side signal; inactive = no such curve, though single readings can be large or run the other way; the % refers to the polarisation; also: % is scaled to controls: 0 for no effect and ±100 for the full control effect
# ERG-DNA inh: inhibitors of human ERG Ets domain-DNA interaction. actives 0.028% (n = 370,000). AID 624246. P11308. fluorescence polarization, His-ERG Ets domain / labelled DNA. Potency, µM (highest dose often 76.9 µM), for the others: top-dose FP activity, negative = inhibition, actives largely listed as inhibitors; active = well fitted inhibition curve with a large enough effect in the polarisation, with a control signal flat; inconclusive = small, poorly fitted or top-dose-only effect, or effect the other way, or a change in a side signal; inactive = no such curve, though single readings can be large or run the other way; the % refers to the polarisation;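 also: polarization taken with two DNA probes labelled with fluorescein and Texas red; % of control where 0% means no effect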
#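 His-tagged ERG Ets domain (1 uM in the protein solution; 300mM KCl, 50mM Tris-HCl, 1mM EDTA, 1mM DTT, pH 7.5) received compound, then a probe mix of 5 nM fluorescein-DNA and 100nM Texas-615-DNA. Fluorescence polarization was read for both dyes.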
# TrxR1 inh: inhibitors of rat thioredoxin reductase 1 | Potency, µM (top dose mostly 114 µM), without a hit: at the top dose activity change, negative = inhibition, actives largely listed as inhibitors | O89049 | actives 1% (n = 390,000) | recombinant rTrxR1, NADPH fluorescence consumption, selenite substrate | AID 588453; also: % is scaled to controls: 0 for no effect and ±100 for the full control effect; nearly all actives have a fitted effect of over 65% in size
# Target sequence (O89049 whole entry, looked up): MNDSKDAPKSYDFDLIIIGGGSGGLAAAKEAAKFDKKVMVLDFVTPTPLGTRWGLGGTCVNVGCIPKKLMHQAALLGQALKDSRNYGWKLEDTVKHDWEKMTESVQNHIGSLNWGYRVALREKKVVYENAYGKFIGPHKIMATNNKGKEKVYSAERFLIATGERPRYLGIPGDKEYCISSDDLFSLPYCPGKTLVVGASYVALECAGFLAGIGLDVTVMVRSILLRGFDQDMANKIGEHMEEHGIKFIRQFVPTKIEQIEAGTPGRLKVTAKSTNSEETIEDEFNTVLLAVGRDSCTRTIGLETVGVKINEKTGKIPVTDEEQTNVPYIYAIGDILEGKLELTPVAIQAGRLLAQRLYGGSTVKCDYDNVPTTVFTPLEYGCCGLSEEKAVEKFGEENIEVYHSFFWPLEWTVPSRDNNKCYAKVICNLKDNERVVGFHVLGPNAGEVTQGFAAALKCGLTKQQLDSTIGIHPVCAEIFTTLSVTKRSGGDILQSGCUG
#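 Rat TrxR1 (90 nM in the dispensed reagent) was pre-reduced with 400 uM NADPH for 5 min at room temperature, then incubated with compound for 15 min. After 400 uM selenite was added, NADPH fluorescence (Ex 340/Em 450 nm) was followed for 8 min.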
# JMJD2A Tudor: inhibitors of human JMJD2A Tudor domain; AlphaScreen JMJD2A-Tudor / H3K4me3 peptide binding; actives 4.4% (n = 390,000); AID 504339; O75164; Potency, µM (top dose mostly 114 µM), for the others: at the highest dose activity change, negative = inhibition, most hits filed as inhibitors; also: % is scaled to controls: 0 for no effect and ±100 for the full control effect; nearly all actives have a fitted effect of over 50% in size
# ALOX12 inh: ALOX12 (human) lipoxygenase inhibition. P18054. purified 12hLO, xylenol orange hydroperoxide absorbance. Potency, µM (doses to about 108 µM), for the others: at the top dose activity change, negative = inhibition, actives largely listed as inhibitors. actives 1.1% (n = 580,000); also: % is scaled to controls: 0 for no effect and ±100 for the full control effect
#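 Purified human 12hLO at 150 nM in 25 mM Hepes, 0.01% Triton X-100, pH 7.0, preincubated 15 min at room temperature with compound. Reaction started with 40 uM arachidonic acid, 30 min at room temperature. Hydroperoxide measured by Fe-xylenol orange, 573/405 nm absorbance ratio.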
# RGS4 inh: human RGS4 inhibition; actives 0.039% (n = 390,000); Transcreener GDP fluorescence polarization, RGS4-accelerated GTP hydrolysis; Potency, µM (top dose mostly 114 µM), for inactives: at the highest dose activity change, negative = inhibition, most hits filed as inhibitors; also: % is scaled to controls: 0 for no effect and ±100 for the full control effect; nearly all actives have a fitted effect of over 75% in size; some results filed as inactive show a strong effect at the top dose
#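 MLSMR compounds (23 nl, pin-transferred) preincubated 10 min at room temperature with a 500nM (2x) first reagent, then RGS4 at 900nM (2x) plus Transcreener GDP mix added; fluorescence polarization (620/688 nm) read before and after 90 min at 30 °C.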
# GLS inh: inhibitors of human glutaminase (GLS) | O94925 | GLS enzymatic activity, qHTS titration | Potency, µM (series often up to 45.5 µM), without a hit: top-dose activity change, negative = inhibition, most hits filed as inhibitors | actives 0.21% (n = 410,000); also: % is scaled to controls: 0 for no effect and ±100 for the full control effect
#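 Enzyme dispensed in phosphate buffer (45 mM, pH 8.2, 0.02% Tween-20), compounds pinned in, then 1 mM L-glutamine solution and the glutamate oxidase–HRP–Amplex Red mix added; fluorescence read immediately and again after 30 min at room temperature.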
# PGK inhibitor: inhibitors of T. brucei phosphoglycerate kinase; P07378; PGK/GAPDH coupled, Kinase-Glo luminescence, 60 min; Potency, µM (titrated, usually from 57.5 µM), for inactives: top-dose activity change, negative = inhibition, actives largely listed as inhibitors; actives 0.043% (n = 380,000); AID 602233; also: % is scaled to controls: 0 for no effect and ±100 for the full control effect; nearly all actives have a fitted effect of over 60% in size
# Target sequence (P07378 whole entry, looked up): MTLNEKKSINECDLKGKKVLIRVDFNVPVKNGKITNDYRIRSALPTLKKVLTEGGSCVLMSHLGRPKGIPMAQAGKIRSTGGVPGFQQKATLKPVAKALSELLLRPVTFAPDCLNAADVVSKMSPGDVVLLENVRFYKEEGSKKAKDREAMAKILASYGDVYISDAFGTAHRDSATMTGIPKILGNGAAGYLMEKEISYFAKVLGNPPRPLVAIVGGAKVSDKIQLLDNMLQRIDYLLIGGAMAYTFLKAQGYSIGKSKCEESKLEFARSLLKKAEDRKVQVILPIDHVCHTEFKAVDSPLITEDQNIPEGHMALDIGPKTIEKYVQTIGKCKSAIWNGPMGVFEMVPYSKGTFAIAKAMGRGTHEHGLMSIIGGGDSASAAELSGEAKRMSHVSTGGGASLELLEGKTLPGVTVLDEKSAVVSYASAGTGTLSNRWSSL
#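 Luminescent ATP detection (Kinase-Glo Plus) follows a 60-minute room-temperature incubation, with wells lacking PGK as controls. Buffer: 100 mM TEA (pH 7.6), 5 mM MgCl2, 0.01% Tween-20. Coupling enzyme GAPDH (100 nM final) supplies unstable 1,3-BPG in-well.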
# HP1b chromo inh: blocks HP1-beta chromodomain binding to methylated histone tails; Potency, µM (series often up to 114 µM), inactives show at the highest dose activity change, negative = inhibition, usual class: inhibitors; actives 0.56% (n = 390,000); AlphaScreen HP1-beta / biotin-H3K9me3 peptide binding; also: nearly all actives have a fitted effect of over 70% in size; inactives centre near 23
#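 AlphaScreen: HP1-beta (50 nM) preformed 30 min with biotin-H3(1-18)K9me3 peptide (50 nM) in PBS pH 7.4, 0.01% Tween-20. Compound added for 30 min at RT, then streptavidin donor/nickel chelate acceptor beads (10 ug/mL) for 30 min.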
# The depositor's hits bear a star; i = inactive; u = inconclusive; [ ] = dose if it differs, or a comment. Unless noted, calls follow the shape of the dose curve; as a rule, active = well fitted curve in the direction sought with a large enough effect; inconclusive = small, poorly fitted or top-dose-only effect, or another doubt; inactive = no such curve, though single readings can be large; an effect the other way counts as inactive or inconclusive. Potency is read from the fitted curve at half-maximal effect.
SMILES,Pin1 inhibitor,ERG-DNA inh,TrxR1 inh,JMJD2A Tudor,ALOX12 inh,RGS4 inh,GLS inh,PGK inhibitor,HP1b chromo inh
COc1ccc(C(C(=O)NCC2CCCO2)N(C(=O)CNC(=O)c2ccco2)c2ccc(C)c(C)c2)cc1OC (centres undefined),-2%,-18%,21%[57.1 µM],1%,-9%,1%,2%,-2%,39%[activator]
COc1ccccc1CCNC(=O)CSc1ccc(-c2cccs2)nn1,-7%,-6%,3%[57.1 µM],-14%,-4%,28%,-11%,4%,13%
COCCOC(=O)c1c(C)n(S(=O)(=O)c2ccc(C)cc2)c2ccc(NS(=O)(=O)c3ccc(C)cc3)cc12,35%[activator],14%,11%,-12%,-22%,-17%,-9%,-6%,29%
Cc1cc(Cl)ccc1NC(=S)NCC(C)C,3%,-4%,-5%,0%,u,23%,10%,-6%,16%
O=C(O)C(Cc1ccccc1)N1C(=O)C2CCCCC2C1=O (centres undefined),-7%,2%,1%,-11%,-15%,16%,0%,-8%,26%
COc1cccc(CN2CCc3nc(SCC(=O)Nc4ccccc4)[nH]c(=O)c3C2)c1,-4%,5%,11%,-12%,4%,34%,-6%,-3%,25%
CC(=O)c1cccc(NC(=O)COC(=O)CC2CC3CCC2C3)c1 (centres undefined),0%,-10%,0%,-2%,3%,-6%,-1%,-5%,35%
CCOC(=O)C1CCN(Cc2nc3ccc([N+](=O)[O-])cc3c(=O)n2-c2ccc(OC)cc2OC)CC1,-2%,2%,-22%,-28%,-3%,-15%,-17%,i,0%
Cc1onc(-c2ccccc2)c1C(=O)Nc1nc(-c2ccccc2)cs1,35%[activator],3%,-5%[57.1 µM],u,52%,1%,3%,5%,8%
CCN(CC)C(=O)c1ccc(CS(=O)(=O)c2ccc(Br)cc2)cc1,0%,-3%,10%[57.1 µM],-12%,3%,13%,5%,-2%,8%
CCCCc1nc(NCCN2CCOCC2)c(C#N)c2c1COC(C)(C)C2,4%,14%,-9%,-16%,u,8%,4%,-4%,37%
CCOc1ccc2nc(NC(=O)CSc3nc(-c4ccccc4)c(C#N)c(=O)[nH]3)sc2c1,u,-3%,16%[57.1 µM],50µM*,u,u,-5%,-8%,u
CN(C(=O)c1cccc(NC(=O)Cc2cccc(NC(=O)C3CCN(C(=O)C4CCC4)CC3)c2)c1)C1CC1,-1%,2%,11%,-9%,u,9%,-1%,i,19%
COc1ccc(-c2cc(C(=O)N/N=C/c3ccc4c(c3)OCO4)c3ccccc3n2)c(OC)c1,11%,-2%,9%,-14%,-2%,13%,6%,4%,18%
COc1ccccc1CNC(=O)COC(=O)CCN=C1NS(=O)(=O)c2ccccc21,7%,-3%,8%,-8%,-13%,17%,1%,1%,26%
CCCn1c(SCC(=O)N2CCc3ccccc32)nnc1-c1ccco1,-1%,-10%,-5%,15%,u,-1%,11%,12%,30%
O=S(=O)(NCc1ccccc1Cl)c1ccc(-n2cnnn2)cc1,-12%,5%,23%[57.1 µM],-8%,0%,-1%,-4%,i,12%
COCCNC(=O)/C(C#N)=C/c1cccs1,u,2%,6%[57.1 µM],9%,54%[activator],-14%,3%,-1%,7%
COc1cc(/C=N\NC(=O)c2ccc(-c3ccccc3)cc2)cc(OC)c1O,53%[activator],4%,0%,-13%,u,-2%,11%,-7%,24%
O=C(Nc1ccc(N2CCCC2)cc1)c1cc([N+](=O)[O-])ccc1N1CCOCC1,-10%,12%,8%,45µM*,0%,-19%,45%[activator],1%,u
COc1ccc(S(=O)(=O)Nc2ccc(S(=O)(=O)N3CCCCC3)cc2)cc1OC,-5%,13%,0%,-16%,0%,-11%,0%,2%,29%
Cc1ccccc1NS(=O)(=O)c1ccc2[nH]cc(C(=O)NCCc3ccccc3)c(=O)c2c1,32%[activator],0%,28%[57.1 µM],-17%,0%,-18%,u,-20%,29%
COc1cccc(N(CC(=O)N2CCOCC2)S(C)(=O)=O)c1,-10%,1%,43%[activator],0%,111%[activator],5%,4%,-1%,27%
CCOc1ccccc1NC(=O)Nc1cc2c(cc1N1CCCCC1)n(CC)c(=O)n2CC,-3%,-1%,16%[57.1 µM],u,9%,-13%,27%,-9%,u
C/C(CC(=O)Nc1ccc(N(C)C)cc1)=N\NC(=O)c1ccncc1,-7%,-5%,-12%[57.1 µM],-12%,16%,-27%,u,0%,17%
SMILES,Pin1 inhibitor,ERG-DNA inh,TrxR1 inh,JMJD2A Tudor,ALOX12 inh,RGS4 inh,GLS inh,PGK inhibitor,HP1b chromo inh
O=C(NCCCCCCCN1CCCCCCC1)C(C1CCCCC1)C1CCCCC1,0%,2%,11%[11.4 µM],-17%,u,-30%,12%,i,-4%
Cc1ccc(CN(c2ccc(C(=O)N3CCOCC3)cc2)S(C)(=O)=O)cc1,-5%,-4%,-4%,-31%,153%[activator],5%,-2%,1%,9%
O=[N+]([O-])c1ccccc1/C=C/c1ccc2ccccc2n1,-3%,5%,9%,40µM*,-2%,-18%[56.9 µM],21%,-11%,-12%
CCCOc1ccc(N2CC(C(=O)Nc3ccc(N4CCOCC4)cc3)CC2=O)cc1 (centres undefined),-2%,2%,9%,-2%,0%,-5%,-1%,9%,38%
COc1ccc(NC(=O)CSc2c(C)nn(-c3nnc(C)c(=O)[nH]3)c2C)cc1,-7%,-2%,14%,40µM*,302%[activator],-13%,-2%,1%,41%[activator]
Cc1cc(NC(=O)CSc2nc3c(sc4ccccc43)c(=O)n2CCCN2CCOCC2)n[nH]1,-2%,-10%,7%,-16%,-5%,11%,-1%,5%,13%
CC(Cc1ccccc1)Nc1ncnc2c1ncn2C1OC(CO)C(O)C1O (centres undefined),-9%,3%,17%,-18%,25%,-1%,6%,i,21%
Nc1ccccc1Nc1cc(-c2ccccc2)nn1-c1cccc(Cl)c1,-6%,-7%,13%[57.1 µM],20µM*,-11%,-19%,-28%,0%,45µM*
COc1cc(NC(=O)c2ccc3c(c2)S(=O)(=O)N=C2CCCCCN23)cc(OC)c1,-8%,9%,5%,-20%,-17%,-5%,7%,i,-4%
O=C1CS(=O)(=O)c2ccccc2N1,-4%,-2%,u,-5%,1%,34%,-2%,1%,53%[activator]
O=C1C(=O)N(c2ccccn2)C(c2ccc(F)cc2)/C1=C(/O)c1ccc(Br)cc1 (centres undefined),-7%,1%,15%,-16%,-18%,-12%,2%,0%,17%

# For convenience, some entries already given.
SMILES,Pin1 inhibitor,ERG-DNA inh,TrxR1 inh,JMJD2A Tudor,ALOX12 inh,RGS4 inh,GLS inh,PGK inhibitor,HP1b chromo inh
CCCOc1ccc(N2CC(C(=O)Nc3ccc(N4CCOCC4)cc3)CC2=O)cc1 (centres undefined),-2%,2%,9%,-2%,0%,-5%,-1%,9%,38%
COc1ccc(NC(=O)CSc2c(C)nn(-c3nnc(C)c(=O)[nH]3)c2C)cc1,-7%,-2%,14%,40µM*,302%[activator],-13%,-2%,1%,41%[activator]

# In a second layout: entries from further up.
> O=C(NCCCCCCCN1CCCCCCC1)C(C1CCCCC1)C1CCCCC1
  Pin1 inhibitor: 0%	ERG-DNA inh: 2%	TrxR1 inh: 11%[11.4 µM]	JMJD2A Tudor: -17%	ALOX12 inh: u	RGS4 inh: -30%	GLS inh: 12%	PGK inhibitor: i	HP1b chromo inh: -4%
> Cc1ccc(CN(c2ccc(C(=O)N3CCOCC3)cc2)S(C)(=O)=O)cc1
  Pin1 inhibitor: -5%	ERG-DNA inh: -4%	TrxR1 inh: -4%	JMJD2A Tudor: -31%	ALOX12 inh: 153%[activator]	RGS4 inh: 5%	GLS inh: -2%	PGK inhibitor: 1%	HP1b chromo inh: 9%

# An excerpt from above, reduced to JMJD2A Tudor, ALOX12 inh and ERG-DNA inh.
SMILES	JMJD2A Tudor	ALOX12 inh	ERG-DNA inh
Cc1ccc(CN(c2ccc(C(=O)N3CCOCC3)cc2)S(C)(=O)=O)cc1	-31%	153%[activator]	-4%
O=[N+]([O-])c1ccccc1/C=C/c1ccc2ccccc2n1	40µM*	-2%	5%
CCCOc1ccc(N2CC(C(=O)Nc3ccc(N4CCOCC4)cc3)CC2=O)cc1 (centres undefined)	-2%	0%	2%

# Assay outcomes: PubChem BioAssay, National Center for Advancing Translational Sciences (NCATS)

# These rows are one share of the data. The share of hits here may be higher or lower than overall.
